12-LOX inh – blocks human arachidonate 12S-lipoxygenase; P18054; purified 12hLO, xylenol orange hydroperoxide absorbance; Potency, µM (series often up to 108 µM), for inactives: at the highest dose activity change, negative = inhibition, actives largely listed as inhibitors; actives 1.1% (n = 580,000); active means well fitted inhibition curve with a large enough effect; inconclusive means small, poorly fitted or top-dose-only effect, or another doubt; inactive means no such curve, though single readings can be large or run the other way; further: potency means the concentration at half of the fitted maximal effect
Target sequence (P18054 whole entry, looked up): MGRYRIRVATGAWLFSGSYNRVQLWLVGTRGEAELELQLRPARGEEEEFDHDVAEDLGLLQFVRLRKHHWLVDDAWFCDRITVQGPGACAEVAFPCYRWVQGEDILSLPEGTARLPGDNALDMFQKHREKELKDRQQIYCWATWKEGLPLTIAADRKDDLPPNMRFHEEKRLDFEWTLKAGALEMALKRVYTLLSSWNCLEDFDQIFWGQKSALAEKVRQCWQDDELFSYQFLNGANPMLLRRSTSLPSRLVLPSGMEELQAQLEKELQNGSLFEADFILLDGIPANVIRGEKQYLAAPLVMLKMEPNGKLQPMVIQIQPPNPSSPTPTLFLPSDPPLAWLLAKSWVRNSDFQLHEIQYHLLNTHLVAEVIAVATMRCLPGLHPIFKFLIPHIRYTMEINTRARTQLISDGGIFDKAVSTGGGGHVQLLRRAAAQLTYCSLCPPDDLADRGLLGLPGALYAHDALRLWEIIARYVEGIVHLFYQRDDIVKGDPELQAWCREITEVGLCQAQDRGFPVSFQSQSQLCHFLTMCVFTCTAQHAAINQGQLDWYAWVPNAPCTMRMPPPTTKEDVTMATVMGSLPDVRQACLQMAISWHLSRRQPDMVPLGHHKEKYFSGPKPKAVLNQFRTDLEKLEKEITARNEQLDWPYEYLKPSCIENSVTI
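Purified human 12hLO at 150 nM in 25 mM Hepes, 0.01% Triton X-100, pH 7.0, preincubated 15 min at room temperature with compound. Reaction started with 40 uM arachidonic acid, 30 min at room temperature. Hydroperoxide measured by Fe-xylenol orange, 573/405 nm absorbance ratio.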
LDHA block – blocks human lactate dehydrogenase A; purified LDHA, NADH/diaphorase-resazurin fluorescence; hits give low values; activity change, % (values are at about 110 or 230 µM); actives 0.15% (n = 480,000); AID 1347041; in the data active means activity change below about -30%; inconclusive means mostly about -25% to -30%;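 further: plate controls were DMSO wells for no effect and wells without enzyme for full effect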
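Remaining NADH was detected by diaphorase (0.133 mg/mL) converting 37 µM resazurin to fluorescent resorufin, read at 0 and 20 minutes. The preceding 5-minute room-temperature reaction used 2 nM LDHA, 0.2 mM sodium pyruvate and 0.06 mM NADH at pH 7.4.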
The depositor's hits bear a star; ? = inconclusive; [ ] = dose if it differs, or a comment. Unless noted, on the % scale 0 is the no-effect control and ±100 the full control effect. These rows are one share of the data; the hit share may differ from the screen's.

item | smiles | 12-LOX inh | LDHA block
1 | OC[C@@H]1CN(Cc2ccc(Cl)cc2)C[C@H](n2cnc3c(NC4CCCC4)ncnc32)O1 | -20% | -2
2 | CC(C)(C)N1CC(C(=O)Nc2ccc3c(c2)CCC3)CC1=O (stereo unspecified) | -18% | -5
3 | CC(=O)CC1c2cc(F)ccc2C=C(c2ccsc2)N1c1ccc(C#CC2(O)CCCCC2)cc1 (stereo unspecified) | ? | 18
4 | COc1cccc(C(=O)CS(=O)(=O)c2ccc(C)cc2)c1 | -27% | -15
5 | C#CCOc1c(I)cc(/C=C2/NC(=O)NC2=O)cc1OCC | 16% | 0
6 | O=C(CCc1ncc(-c2ccc(Cl)cc2)o1)N1CCC(C(=O)N2CCCC2)CC1 | 3% | -11
7 | Cc1ccc2oc(C(=O)N(C)CC(=O)Nc3ccccc3Br)cc(=O)c2c1 | -9% | -24
8 | CC(=O)NC(NC(C)=O)C(Cl)Cl | -7% | 8
9 | O=C(OCCOc1ccc(Br)cc1)c1ccccc1C(=O)c1ccc(Cl)cc1 | -30% | 6
10 | c1ccc(SCc2nc(-c3ccc(C4CCCCC4)cc3)cs2)cc1 | ? | 4
11 | CC1=C(C(=O)N(C)C)CC(CC(=O)NC2CCCCC2)C(=O)N1Cc1ccc(F)cc1 (stereo unspecified) | -21% | -3
12 | O=C(COC(=O)c1ccccc1I)c1ccc([N+](=O)[O-])cc1 | -3% | 15
13 | CC(C)Nc1ncnc(N)c1[N+](=O)[O-] | -3% | 7
14 | CSc1nc(C(C)C)nc(C)c1C(=O)Nc1ccc(Cl)cc1 | ? | 0
15 | COc1ccc(-c2nc3cc(NC(=O)c4cccc([N+](=O)[O-])c4)ccc3o2)cc1 | -14% | -6

Compounds shown so far with an aryl thioether with sulfur outside any ring:
item | smiles | 12-LOX inh | LDHA block
10 | c1ccc(SCc2nc(-c3ccc(C4CCCCC4)cc3)cs2)cc1 | ? | 4
14 | CSc1nc(C(C)C)nc(C)c1C(=O)Nc1ccc(Cl)cc1 | ? | 0

(continued)
item | smiles | 12-LOX inh | LDHA block
16 | Cc1ccc(NC(=O)C(Nc2ccc3oc(C)nc3c2)c2ccccc2)cc1 (stereo unspecified) | 2% | 10
17 | CCOc1cccc2cc(S(=O)(=O)N3CCCCCC3)c(=O)oc12 | 4% | 1
18 | Cc1ccc2c(C)nc(Nc3nc(C)cc(=O)[nH]3)nc2c1 | -25% | -1
19 | CC1(C)C2CCC1(C)C(NC(=O)CCNC(=O)C1CCCC1)C2 (stereo unspecified) | 31%[activator] | 1
20 | CC1(C)CC(NC(=O)c2ccccc2OCc2ccc(Cl)cc2)CC(C)(C)N1 | 8% | -4
21 | O=C1CSc2ccc(C(=O)Nc3ccc(OC(F)F)cc3)cc2N1 | ? | 20
22 | COc1ccc(NC(=O)C(C)C)cc1Cl | ? | 7
23 | COc1cccc2cc(C(=O)N(C)CCOc3cccc(Cl)c3)c(=O)oc12 | 1% | 2
24 | C=CCn1c(SCC(N)=O)nc2c1c(=O)[nH]c(=O)n2C | -6% | 9
25 | CN1CCN(c2ccc(CNC(=O)C3(C)Cc4c(-c5ccc(C(N)=O)cc5)ccnc4O3)cc2)CC1 (stereo unspecified) | ? | 0
26 | CC(C)(C(=O)N1CCC1(C)C(=O)NS(=O)(=O)c1ccc(Cl)s1)c1ccccc1 (stereo unspecified) | -6% | -4
27 | O=C1CCCC2=C1C(c1ccc(Cl)cc1)CC(=O)N2c1ccc(F)cc1 (stereo unspecified) | ? | -3
28 | Cc1nc2cc(NC(=O)COc3ccc(Br)cc3F)ccc2o1 | ? | 5
29 | Cc1ccc(N(CC(=O)NCc2ccncc2)S(=O)(=O)c2ccc(Cl)cc2)cc1C | ? | -1
30 | CC(C)NC(=O)c1ccc2sc([C@@H]3O[C@H](CO)[C@H](O)[C@H](O)[C@H]3O)nc2c1 | -1% | 0
31 | COC(=O)[C@]12CCCCC=C1N(Cc1ccco1)C(=O)[C@H](CC(=O)N1CCN(C(=O)C3CC3)CC1)C2 | 0% | -1
32 | Cc1ccc2nc(-c3cccc(Cl)c3)c(Cc3cccc(F)c3)n2c1 | -7% | 2
33 | CCOCCn1c(=O)c2c(nc(-n3nc(CC)cc3CC)n2CC)n(C)c1=O | 4% | 2
34 | O=C(Nc1ccc(Br)cc1F)Nc1c(N2CCCC2)c2ccccc2oc1=O | ? | -5
35 | CCC(C)NC/C=C/c1ccccc1 (stereo unspecified) | -2% | -6
36 | CCC1CCc2c(sc(NC(=O)C3CC3)c2C#N)C1 (stereo unspecified) | ? | 6
37 | Nc1nccnc1C(=O)NCCNC(=O)c1ccco1 | -2% | -8
38 | CCN(CC)CCCn1c(-c2ccc(COc3cc(C)ccc3Cl)cc2)n[nH]c1=S | 35µM* | 3
39 | Cc1cn2c(-c3ccccc3F)nc(=S)nc2s1 | -26% | 0
40 | COc1ccc(OC)c(C2CC(=O)N(Cc3ccc(C)cc3)c3c2c(C)nn3-c2nc(C)cc(C)n2)c1 (stereo unspecified) | 15% | 9
41 | O=C(Nc1ccccc1)c1cc(C2CCCN(C(=O)c3cccs3)C2)on1 (stereo unspecified) | 3% | 0
42 | O=C(O)c1ccc(CNCc2ccco2)cc1 | ? | 4
43 | O=C1CCC(=O)C1 | -9% | -5
44 | CCOCCCNC(=O)/C(C#N)=C\c1cccc(F)c1 | -13% | 5
45 | Cc1cccc(-c2nc3cc(NC(=O)CC(C)C)ccc3o2)c1 | -10% | 0
46 | COc1ccc(-c2cc(C(=O)O)c3cc(Br)ccc3n2)cc1OC | ? | 8
47 | Cc1nn(-c2ncnc3nc[nH]c23)c2c1C(c1ccc(F)c(F)c1)CC(=O)N2 (stereo unspecified) | -5% | 4
48 | COc1cc(NS(=O)(=O)c2cc(C(=O)N3CCCCCC3)cs2)cc(OC)c1 | -3% | -10
49 | O=C(CCn1cnc2sc3c(c2c1=O)CCCC3)NC1CCS(=O)(=O)C1 (stereo unspecified) | 15% | 2
50 | Cc1ccn2cc(-c3cc4cc(Cl)ccc4oc3=O)nc2c1 | 0% | 6
51 | COc1ccc(C(C)=O)cc1COC(=O)COc1cccc(Br)c1 | ? | 7
52 | CCN1CCc2c(sc(NC(=O)Nc3ccc(Cl)cc3)c2C(N)=O)C1 | ? | -1
53 | COc1ccc(OC)c(/C=C(\C#N)C(=O)Nc2cc(C(F)(F)F)ccc2Cl)c1 | -29% | -7
54 | C/C(=N\NC(=O)C1CC1c1ccc(C(C)(C)C)cc1)c1ccc(F)cc1 (stereo unspecified) | 12% | 11
55 | Cc1ccc(NC(=O)C(C)OC(=O)c2csc(NCc3ccccc3)n2)cc1 (stereo unspecified) | 1% | -8
56 | CCOC(=O)COc1ccc2c(CC)cc(=O)oc2c1C | 7% | 0
57 | Cc1nc2ncnn2c(N2CCCCC2)c1Cc1ccccc1 | 15% | 9
58 | O=C(O)c1ccc(-c2cccc3ccccc23)s1 | ? | 4
59 | CCCC(=O)Nc1ccc(CNCc2cccnc2)cc1 | ? | 1
60 | Cc1ccsc1C(=O)N1CCC1(C)C(=O)Nc1ccc2c(c1)OCCO2 (stereo unspecified) | 9% | -4

Structures shown so far with a tert-butyl group (2):
item | smiles | 12-LOX inh | LDHA block
2 | CC(C)(C)N1CC(C(=O)Nc2ccc3c(c2)CCC3)CC1=O (stereo unspecified) | -18% | -5
54 | C/C(=N\NC(=O)C1CC1c1ccc(C(C)(C)C)cc1)c1ccc(F)cc1 (stereo unspecified) | 12% | 11

Next part:
item | smiles | 12-LOX inh | LDHA block
61 | CN(C(=O)c1cc2cc(Br)ccc2oc1=O)C1CCCCC1 | 14% | 6
62 | CN(C)S(=O)(=O)N(C)CC1COc2ccccc2O1 (stereo unspecified) | 4% | 4
63 | C#CCNCc1ccc(F)cc1 | 16% | 3
64 | COC(=O)c1cc(N2CCOCC2)ccc1NC(=O)c1cccc(C#N)c1 | ? | 10
65 | CC(C)c1cccc(-c2csc(C(O)c3cccc(Cl)c3)n2)c1 (stereo unspecified) | ? | -5
66 | CC1=CC(=O)C(C(=O)/C=C/c2cccs2)C(=O)O1 (stereo unspecified) | ? | 12

Filtered by structure: the entries above containing sulfur
item | smiles | 12-LOX inh | LDHA block
3 | CC(=O)CC1c2cc(F)ccc2C=C(c2ccsc2)N1c1ccc(C#CC2(O)CCCCC2)cc1 (stereo unspecified) | ? | 18
4 | COc1cccc(C(=O)CS(=O)(=O)c2ccc(C)cc2)c1 | -27% | -15
10 | c1ccc(SCc2nc(-c3ccc(C4CCCCC4)cc3)cs2)cc1 | ? | 4
14 | CSc1nc(C(C)C)nc(C)c1C(=O)Nc1ccc(Cl)cc1 | ? | 0
17 | CCOc1cccc2cc(S(=O)(=O)N3CCCCCC3)c(=O)oc12 | 4% | 1
21 | O=C1CSc2ccc(C(=O)Nc3ccc(OC(F)F)cc3)cc2N1 | ? | 20
24 | C=CCn1c(SCC(N)=O)nc2c1c(=O)[nH]c(=O)n2C | -6% | 9
26 | CC(C)(C(=O)N1CCC1(C)C(=O)NS(=O)(=O)c1ccc(Cl)s1)c1ccccc1 (stereo unspecified) | -6% | -4
29 | Cc1ccc(N(CC(=O)NCc2ccncc2)S(=O)(=O)c2ccc(Cl)cc2)cc1C | ? | -1
30 | CC(C)NC(=O)c1ccc2sc([C@@H]3O[C@H](CO)[C@H](O)[C@H](O)[C@H]3O)nc2c1 | -1% | 0
36 | CCC1CCc2c(sc(NC(=O)C3CC3)c2C#N)C1 (stereo unspecified) | ? | 6
38 | CCN(CC)CCCn1c(-c2ccc(COc3cc(C)ccc3Cl)cc2)n[nH]c1=S | 35µM* | 3
39 | Cc1cn2c(-c3ccccc3F)nc(=S)nc2s1 | -26% | 0
41 | O=C(Nc1ccccc1)c1cc(C2CCCN(C(=O)c3cccs3)C2)on1 (stereo unspecified) | 3% | 0
48 | COc1cc(NS(=O)(=O)c2cc(C(=O)N3CCCCCC3)cs2)cc(OC)c1 | -3% | -10
49 | O=C(CCn1cnc2sc3c(c2c1=O)CCCC3)NC1CCS(=O)(=O)C1 (stereo unspecified) | 15% | 2
52 | CCN1CCc2c(sc(NC(=O)Nc3ccc(Cl)cc3)c2C(N)=O)C1 | ? | -1
55 | Cc1ccc(NC(=O)C(C)OC(=O)c2csc(NCc3ccccc3)n2)cc1 (stereo unspecified) | 1% | -8
58 | O=C(O)c1ccc(-c2cccc3ccccc23)s1 | ? | 4
60 | Cc1ccsc1C(=O)N1CCC1(C)C(=O)Nc1ccc2c(c1)OCCO2 (stereo unspecified) | 9% | -4
62 | CN(C)S(=O)(=O)N(C)CC1COc2ccccc2O1 (stereo unspecified) | 4% | 4
65 | CC(C)c1cccc(-c2csc(C(O)c3cccc(Cl)c3)n2)c1 (stereo unspecified) | ? | -5
66 | CC1=CC(=O)C(C(=O)/C=C/c2cccs2)C(=O)O1 (stereo unspecified) | ? | 12

Compound activity deposited in PubChem by National Center for Advancing Translational Sciences (NCATS).
